HKDC1 inhibitor: inhibitors of human hexokinase HKDC1. Q2TB90. recombinant HKDC1, G6PDH/diaphorase resazurin coupled fluorescence. inhibition, % at 20 µM. actives 0.16% (n = 340,000). AID 493160;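 active means inhibition above about 35% when tested at 20 µM, limit read from the data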;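 further: plate controls were DMSO wells with enzyme for no effect and DMSO wells lacking enzyme for full effect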
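test system = in-house recombinant HK5 (HKDC1) enzyme | amount = HKDC1 at 5 µg/mL | control set = DMSO-enzyme wells negative, buffer-substituted wells positive | compound = one dose of 20 µM, 1% DMSO | schedule = reaction time 90 min, room temperature, protected from light | technique = resorufin fluorescence at 613 nm | reagent = glucose with 1 mM ATP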
Apaf1 inhib: human Apaf-1 inhibition | O14727 | reconstituted apoptosome caspase-3 activity, DEVD-Rh110 fluorescence | inhibition, % at 20 µM | actives 0.71% (n = 330,000); active means inhibition of at least 40% at 20 µM;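 further: plate controls were DMSO wells for no effect and DEVD-CHO caspase inhibitor wells for full effect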
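Assay system: Apoptosome proteins | Medium: pH 7.5 Hepes buffer with CHAPS, BSA, DTT | Also added: Cytochrome c and DEVD-Rh110 substrate | Times: 30 min plus 50 min, RT | Detection: Rhodamine 110 fluorescence at Ex 480/Em 540 nm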
SENP7 block: blocks the human protease SENP7. Q9BQF6. recombinant SENP7, Z-RLRGG-aminoluciferin luminescence, 40 min. inhibition, % at 5 µM. actives 1.5% (n = 330,000). AID 434973;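 active means inhibition above about 50% at the single test dose, limit read from the data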;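 further: plate controls were DMSO with enzyme for no effect and no enzyme buffer wells for full effect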
SENP8 block-1: SENP8 protease inhibition; Q96LD8; purified SENP8, Z-RLRGG-aminoluciferin cleavage, luminescence; inhibition, % at 10 µM; actives 1.2% (n = 330,000); AID 2540; in the data active means inhibition above about 50%
NALP3 yeast inh: NALP3 inhibition in yeast; Yeast reconstituted NLRP3/ASC/caspase-1, beta-gal luminescence, 24 h; inhibition, % at 10 µM; actives 0.39% (n = 330,000);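 active means inhibition of 50% or more; inactive means inhibition below 50%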;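 further: plate controls were induced DMSO wells for no effect and uninduced yeast grown without galactose for full effect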
SENP8 block-2: blocks human SENP8 cleavage of Nedd8 substrate; recombinant SENP8, Nedd8 substrate fluorescence; Q96LD8; AID 602440; inhibition, % at 20 µM; actives 0.64% (n = 360,000); in the data active means inhibition mostly above about 40%, no sharp cut-off; inactive means mostly below about 27%
SENP1 inh: SENP1 (human) catalytic domain inhibition; recombinant SENP1 catalytic domain, CyPet-SUMO1-YPet FRET cleavage; Q9P0U3; actives 0.21% (n = 360,000); AID 624204; inhibition, % at 10 µM;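 active means inhibition at least 30% at 10 µM, raw YFP signal under a set limit, fluorescence ratio 0.5 to 1.5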;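 further: 0% = enzyme with DMSO and 100% = no enzyme wells; some results filed as inactive read as strong as hits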
Target sequence (Q9P0U3 419-644 limits assumed): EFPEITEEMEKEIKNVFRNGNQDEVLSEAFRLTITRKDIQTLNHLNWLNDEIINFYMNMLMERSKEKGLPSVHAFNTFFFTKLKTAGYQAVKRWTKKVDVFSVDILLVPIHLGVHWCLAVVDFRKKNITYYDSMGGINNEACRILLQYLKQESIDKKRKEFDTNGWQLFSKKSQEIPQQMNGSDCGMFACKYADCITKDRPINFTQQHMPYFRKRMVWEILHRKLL
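system = hSENP1 catalytic domain, recombinant | reagent = SFCypet-SUMO1-SFYpet substrate at 25 nM | doses = one dose per compound, 10 µM, 0.5% DMSO | incubation = enzyme reaction for 50 min at room temperature, dark | measured by = FRET, CFP and YFP emission | controls = no-enzyme low, enzyme-DMSO high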
PfG6PD inh: PfG6PD (Plasmodium falciparum) enzyme inhibition; actives 0.78% (n = 350,000); inhibition, % at 20 µM; PfGluPho enzyme, NADPH resazurin-diaphorase fluorescence;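 active means inhibition reaching at least a set limit at 20 µM in the primary screen, cut at about 59% in these data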;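 further: 0% = DMSO wells with substrate and 100% = DMSO wells lacking glucose-6-phosphate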
SENP6 inh: blocks the human protease SENP6; Q9GZR1; Recombinant SENP6 catalytic domain, aminoluciferin luminescence; inhibition, % at 10 µM; actives 1.8% (n = 330,000);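 active means inhibition above about 50% at the single tested dose, limit read from the data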;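 further: plate controls were DMSO wells with enzyme for no effect and DMSO wells lacking enzyme for full effect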
Target sequence (Q9GZR1 628-1112 limits assumed): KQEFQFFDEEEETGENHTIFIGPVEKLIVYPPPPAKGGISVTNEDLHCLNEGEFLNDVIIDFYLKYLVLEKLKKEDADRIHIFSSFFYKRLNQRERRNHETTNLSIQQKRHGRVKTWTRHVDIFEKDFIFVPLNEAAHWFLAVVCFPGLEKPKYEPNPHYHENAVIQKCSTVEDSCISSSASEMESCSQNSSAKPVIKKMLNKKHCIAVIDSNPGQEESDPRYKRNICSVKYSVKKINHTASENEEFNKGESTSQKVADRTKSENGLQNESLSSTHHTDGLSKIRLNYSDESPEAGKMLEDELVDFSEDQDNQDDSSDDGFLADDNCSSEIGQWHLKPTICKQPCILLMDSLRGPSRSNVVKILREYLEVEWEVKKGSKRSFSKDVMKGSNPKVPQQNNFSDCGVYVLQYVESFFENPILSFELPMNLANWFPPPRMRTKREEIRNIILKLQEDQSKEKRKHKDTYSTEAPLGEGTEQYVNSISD
* = called active by the depositor; . = no result given.

1. NC(=O)CSc1nnc(-c2ccco2)n1-c1ccccc1
2. COc1ccc(C(=O)N/C(=C/c2cccnc2)C(=O)N2CCCCCC2)cc1OC
3. O=C(/C=C/c1ccccc1)N1CCOCC1
4. CCOc1ccc(NC(=O)Nc2cnccn2)cc1
5. CCn1cc([N+](=O)[O-])c(C(=O)N2N=C3/C(=C/c4cccs4)CCCC3C2c2cccs2)n1 (stereo not given)
6. NCCN1CCN2C(=O)CN(C(=O)c3ccccc3)CC12 (stereo not given)
7. O=C(COc1ccc([N+](=O)[O-])cc1)N(C1CCCCC1)C1CCS(=O)(=O)C1 (stereo not given)
8. Nc1ccc(Cl)c(S(=O)(=O)Nc2ccc(Cl)cc2)c1

| Screen / compound no. | 1 | 2 | 3 | 4 | 5 | 6 | 7 | 8 |
| --- | --- | --- | --- | --- | --- | --- | --- | --- |
| SENP7 block | 5.6 | -10.0 | 3.6 | 8.9 | 4.0 | 5.8 | -8.5 | -1.4 |
| Apaf1 inhib | -0.1 | 7.1 | -1.0 | -8.5 | 15.7 | 9.0 | 2.1 | -0.8 |
| SENP8 block-1 | 12.4 | -6.7 | -9.8 | -3.7 | 1.6 | -2.0 | -4.7 | -4.3 |
| SENP8 block-2 | 17.2 | -26.6 | 17.2 | 12.6 | 16.0 | . | -6.4 | 10.4 |
| HKDC1 inhibitor | -2.8 | -2.9 | -8.6 | -8.9 | 3.3 | -1.6 | 0.7 | -5.9 |
| NALP3 yeast inh | -6.5 | -1.2 | 17.2 | 3.9 | 11.6 | 19.8 | 22.0 | -6.8 |
| PfG6PD inh | 6.8 | -15.0 | 18.3 | -14.2 | 3.3 | -8.9 | -2.8 | 0.2 |
| SENP1 inh | 2.3 | 0.0 | 0.2 | -2.6 | 0.1 | . | 0.0 | 0.9 |
| SENP6 inh | 0.3 | -16.4 | -3.4 | -26.5 | 11.0 | -13.7 | -5.3 | -18.0 |

9. c1ccc(-n2nnnc2OCCOc2nnnn2-c2ccccc2)cc1
10. CCOC(=O)NC(=O)/C(N=Nc1ccc(C(F)(F)F)cc1)=C(\C)O
11. N=c1sccn1CC(=O)NCc1ccc(Cl)cc1Cl
12. COc1cc(OC)cc(C(=O)NNC(=O)Cc2ccc(OC)c(S(=O)(=O)N3CCOCC3)c2)c1
13. O=C(CN1CCN(S(=O)(=O)c2ccc(Cl)cc2)CC1)NCC1(N2CCOCC2)CCCCC1
14. Cc1cc(Nc2ccc(F)cc2Cl)n2nc(C)nc2n1
15. O=C(COc1ccc(-c2nnco2)cc1)Nc1cc([N+](=O)[O-])ccc1F
16. CC(=O)Nc1ccc(S(=O)(=O)c2ccc([N+](=O)[O-])cc2)cc1

| Screen / compound no. | 9 | 10 | 11 | 12 | 13 | 14 | 15 | 16 |
| --- | --- | --- | --- | --- | --- | --- | --- | --- |
| SENP7 block | 0.9 | 7.0 | -0.9 | -2.2 | -5.0 | -0.7 | -2.4 | 6.6 |
| Apaf1 inhib | -25.6 | 18.2 | -6.0 | 8.3 | 5.2 | 10.6 | -5.9 | 1.3 |
| SENP8 block-1 | -3.3 | 2.1 | 4.3 | -8.3 | -1.9 | 2.8 | -3.4 | 2.3 |
| SENP8 block-2 | 12.4 | 13.6 | 11.4 | -1.7 | 8.5 | 0.1 | 11.2 | 30.2 |
| HKDC1 inhibitor | -2.6 | -11.3 | -3.9 | -7.1 | -2.2 | -4.8 | 4.5 | 1.9 |
| NALP3 yeast inh | 2.8 | -2.5 | -2.6 | -8.0 | 18.9 | 8.8 | -3.1 | 20.5 |
| PfG6PD inh | 9.6 | 13.9 | 13.2 | -13.7 | -4.6 | 11.8 | 18.4 | 5.0 |
| SENP1 inh | 2.9 | -1.0 | -1.2 | -3.4 | 0.8 | 1.9 | 0.8 | 0.9 |
| SENP6 inh | -13.2 | 2.9 | 5.0 | -4.7 | -12.9 | 10.9 | -10.6 | 21.3 |

3 compounds picked at random from the list so far:
10. CCOC(=O)NC(=O)/C(N=Nc1ccc(C(F)(F)F)cc1)=C(\C)O
16. CC(=O)Nc1ccc(S(=O)(=O)c2ccc([N+](=O)[O-])cc2)cc1
7. O=C(COc1ccc([N+](=O)[O-])cc1)N(C1CCCCC1)C1CCS(=O)(=O)C1 (stereo not given)

| Screen / compound no. | 10 | 16 | 7 |
| --- | --- | --- | --- |
| SENP7 block | 7.0 | 6.6 | -8.5 |
| Apaf1 inhib | 18.2 | 1.3 | 2.1 |
| SENP8 block-1 | 2.1 | 2.3 | -4.7 |
| SENP8 block-2 | 13.6 | 30.2 | -6.4 |
| HKDC1 inhibitor | -11.3 | 1.9 | 0.7 |
| NALP3 yeast inh | -2.5 | 20.5 | 22.0 |
| PfG6PD inh | 13.9 | 5.0 | -2.8 |
| SENP1 inh | -1.0 | 0.9 | 0.0 |
| SENP6 inh | 2.9 | 21.3 | -5.3 |

Remaining list, next part:
17. O=C(COC(=O)c1ccc(Cl)c(S(=O)(=O)N2CCc3ccccc3C2)c1)Nc1ncc(Cl)cc1Cl
18. Cc1cc(=O)n2nc(N3CCC(C(=O)NC(C)c4ccccc4)CC3)sc2n1 (stereo not given)
19. Cc1cc(C(=O)NC2CCCc3c2cnn3-c2ccc(C)c(C)c2)n(C)n1 (stereo not given)
20. O=C1NC(=O)C(c2ccc(F)cc2)N1 (stereo not given)
21. O=C(Cc1c(O)c2ccccc2oc1=O)c1ccc(F)cc1
22. COc1ccc(N(C(=O)c2snc(C(N)=O)c2N)C(C(=O)NCc2ccc(F)cc2)c2ccc(O)cc2)cc1 (stereo not given)
23. CCCCCCCCCCCC1=C(O)C(=O)C=C(O)C1=O
24. COc1ccc(N2CCN(C(=O)CSc3nnc4c5cc(C)ccc5n(C)c4n3)CC2)cc1
25. O=C(CCc1ccc(S(=O)(=O)N2CCOCC2)cc1)N1CCCC1

| Screen / compound no. | 17 | 18 | 19 | 20 | 21 | 22 | 23 | 24 | 25 |
| --- | --- | --- | --- | --- | --- | --- | --- | --- | --- |
| SENP7 block | -4.5 | -3.7 | 0.3 | -5.7 | -10.1 | -12.9 | . | 3.7 | -1.8 |
| Apaf1 inhib | 9.3 | 15.1 | 17.9 | 5.1 | -8.2 | 15.9 | . | -3.7 | -0.7 |
| SENP8 block-1 | 2.0 | -0.3 | -5.7 | -3.9 | 26.4 | -5.6 | . | -3.4 | -1.6 |
| SENP8 block-2 | -12.6 | 11.9 | 7.5 | 21.3 | 4.2 | -290.3 | 45.9* | 10.6 | 10.2 |
| HKDC1 inhibitor | 4.0 | 1.1 | 5.5 | -3.6 | -5.4 | -1.8 | -9.9 | -7.4 | -11.9 |
| NALP3 yeast inh | 5.0 | 11.3 | 21.5 | 7.8 | -5.4 | 9.9 | . | 25.8 | 11.3 |
| PfG6PD inh | -25.5 | -9.3 | 1.8 | -0.9 | 1.4 | 8.5 | -27.9 | 3.9 | -12.6 |
| SENP1 inh | -0.6 | -0.9 | -2.5 | -0.5 | -0.2 | -11.2 | 4.5 | -1.1 | 3.3 |
| SENP6 inh | 3.8 | -4.1 | -2.3 | -18.9 | 30.1 | -5.5 | . | -14.5 | -6.2 |

Entries by screen from the list:
Entries 2–5 in SENP8 block-1 read -6.7, -9.8, -3.7, 1.6

Part of the list above, with two lines to a compound:
The line under a structure holds: SENP7 block, Apaf1 inhib, SENP8 block-1, SENP8 block-2, HKDC1 inhibitor, NALP3 yeast inh, PfG6PD inh, SENP1 inh, SENP6 inh
(17) O=C(COC(=O)c1ccc(Cl)c(S(=O)(=O)N2CCc3ccccc3C2)c1)Nc1ncc(Cl)cc1Cl
 : -4.5, 9.3, 2.0, -12.6, 4.0, 5.0, -25.5, -0.6, 3.8
(18) Cc1cc(=O)n2nc(N3CCC(C(=O)NC(C)c4ccccc4)CC3)sc2n1 (stereo not given)
 : -3.7, 15.1, -0.3, 11.9, 1.1, 11.3, -9.3, -0.9, -4.1
